Mot1-301 SUMO: inhibitors of SUMOylation pathway: yeast Mot1-301 growth rescue | S. cerevisiae Mot1-301 growth rescue, ATP luminescence, 38.5C; percent above DMSO median, 100 means doubled | growth rescue, % at 18.8 µM | 1% of 320,000 active | AID 2716;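 active = every valid replicate shows activation above 250% relative to neutral control wells; inactive = the rest, any valid replicate at or below 250%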;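 note: OY570 slx delta 5 strain wells were the positive control but not used for scaling; some compounds called inactive have numbers as strong as hits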
AddAB inh: less growth of phage-infected E. coli with AddAB. E. coli expressing H. pylori AddAB, absorbance growth. inhibition, % at 11.9 µM. 0.29% of 330,000 active. AID 435030; in the data active = inhibition above about 12%;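 note: 0% = vehicle wells of infected cells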
HTR5A inv ag: HTR5A inverse agonism, opioid heterodimer counter-screen. P47898. HTR5A cell line, luminescence. inhibition, % at 9.3 µM. 0.083% of 340,000 active. AID 504634; in the data active = inhibition mostly above about 23%, no sharp cut-off; inactive = mostly below about 18%;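 note: 0% = cells with DMSO and 100% = no-cell wells with DMSO; some compounds called inactive have numbers as strong as hits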
Target sequence (P47898 whole entry, looked up): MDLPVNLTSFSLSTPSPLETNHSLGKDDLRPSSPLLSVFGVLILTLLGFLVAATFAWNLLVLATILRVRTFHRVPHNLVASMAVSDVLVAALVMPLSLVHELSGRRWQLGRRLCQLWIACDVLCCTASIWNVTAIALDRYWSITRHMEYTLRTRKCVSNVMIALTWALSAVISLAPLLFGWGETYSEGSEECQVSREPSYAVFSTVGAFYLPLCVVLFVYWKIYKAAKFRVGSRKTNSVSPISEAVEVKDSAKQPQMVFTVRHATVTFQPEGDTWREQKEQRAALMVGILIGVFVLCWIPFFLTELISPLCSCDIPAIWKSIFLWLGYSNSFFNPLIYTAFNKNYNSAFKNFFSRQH
Tat transport: inhibitors of E. coli Tat protein transport; inhibition, % at 10 µM; 0.036% of 340,000 active; AID 488895; E. coli MC4100 TorA-mCherry Tat export, fluorescence;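 active = mean replicate inhibition at least 50% and at least half of replicates individually reaching 50%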;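 note: exported cargo escapes ClpAP degradation while cytoplasmic cargo is degraded and loses fluorescence; 0% = median of neutral control wells and 100% = median of NaSCN control wells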
MOR-DOR ag: OPRM1-OPRD1 heterodimerization agonism. P35372+P41143. cells, luminescence. activation, % at 9.3 µM. 0.3% of 340,000 active; in the data active = activation above about 18%;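 note: 0% = vehicle-treated cells and 100% = reference agonist; values of inactives mirror those of a sister screen read the other way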
PKA-R1A activ: activators of PKA-R1A complex; P00514+P68181; PKA-R1A dissociation, Cy5-IP20 fluorescence polarization; scaled: DMSO 0%, 113 µM cGMP 100%; activation, % at 11.4 µM; 0.083% of 340,000 active; AID 504707;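 active = percent activation above the mean of all tested compounds plus 3 SD, cut at about 19% in these data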;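 note: higher means more PKAc released from R1A so a rise in polarization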
PfHsp90 set2: reduces growth (ATP signal) of yeast expressing P. falciparum Hsp90 | S. cerevisiae expressing PfHsp90, BacTiter-Glo ATP, 48 h; yeast lacking PDR1 and PDR3 efflux regulators | inhibition, % at 9.4 µM | 0.32% of 310,000 active | AID 504621;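 active = every replicate shows inhibition above about 80%, whatever the replicate mean, limit read from the data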;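 note: 0% = DMSO neutral controls and 100% = 20 µM radicicol positive controls; yeast relying on Plasmodium falciparum Hsp90 in place of its own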
OPRM1-OPRD1 inv: inverse agonists of human mu-delta opioid receptor heterodimerization; P35372+P41143; cell-based MOR-DOR heterodimer luminescence, inverse agonism; inhibition, % at 9.3 µM; 0.21% of 340,000 active; AID 504357; in the data active = inhibition above about 22%, passing the limit was not always enough;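 note: 0% = cells with DMSO and 100% = wells without cells with DMSO; values of inactives mirror those of a sister screen read the other way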
phage Ecoli inh: E. coli growth loss with phage present | 0.26% of 360,000 active | growth absorbance | AID 651602 | inhibition, % at 11.9 µM; in the data active = inhibition above about 11%
PKA-R2B act: activators of human PKA-R2B complex; P22694+P31323; PKA-R2B holoenzyme dissociation, Cy5-IP20 fluorescence polarization; R2B truncated from residue 108, S112A mutant; 0% DMSO only, 100% 113 µM cGMP; activation, % at 11.4 µM; 0.079% of 340,000 active; AID 504700;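 active = activation above a cutoff set at the mean over all compounds plus 3 SD, cut at about 18% in these data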;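 note: higher means more holoenzyme dissociation and a rise in polarization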
Target sequence (P31323 whole entry, looked up, other chains not shown, the tested form may be a part): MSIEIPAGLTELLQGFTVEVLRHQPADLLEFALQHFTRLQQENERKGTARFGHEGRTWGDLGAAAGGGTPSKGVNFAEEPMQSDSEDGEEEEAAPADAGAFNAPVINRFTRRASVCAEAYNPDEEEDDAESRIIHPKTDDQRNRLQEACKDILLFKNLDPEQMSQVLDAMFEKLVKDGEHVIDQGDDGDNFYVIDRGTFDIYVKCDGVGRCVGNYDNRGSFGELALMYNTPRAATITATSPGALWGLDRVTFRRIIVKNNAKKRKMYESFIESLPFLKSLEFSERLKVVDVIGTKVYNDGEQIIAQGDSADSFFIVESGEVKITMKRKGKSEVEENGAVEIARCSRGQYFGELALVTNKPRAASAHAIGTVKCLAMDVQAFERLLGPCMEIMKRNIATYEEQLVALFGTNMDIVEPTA
Ecoli viability: bacterial growth inhibition, counter-screen for AddAB inhibitors | E. coli V3065 growth, OD600 absorbance, 18 h | inhibition, % at 11.9 µM | 0.27% of 330,000 active;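 active = inhibition above the campaign's mean inhibition across all tested compounds plus 3 SD, cut at about 9.9% in these data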;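 note: uninfected addAB+ strain grown without phage in ampicillin broth; 0% = DMSO wells and 100% = ciprofloxacin 0.95 µg/ml wells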
Starred values were filed as active, the others as inactive; · = no result given.

molecule,Mot1-301 SUMO,AddAB inh,HTR5A inv ag,Tat transport,MOR-DOR ag,PKA-R1A activ,PfHsp90 set2,OPRM1-OPRD1 inv,phage Ecoli inh,PKA-R2B act,Ecoli viability
O=C(Nc1nnc(C2CC2)o1)c1ccc(S(=O)(=O)N2CCCCC2)cc1,-2.1,-4.8,1.6,-3.2,-0.5,8.7,6.3,2.8,-4.7,0.6,-3.9
COc1ccc(-c2cc3c(=O)n(CC(=O)N4CCN(C)CC4)ncn3n2)cc1,-4.8,3.5,-23.2,-5.8,0.0,-16.7,10.8,0.1,2.7,-14.5,0.4
COC(=O)c1ccc(C2C3=C(Nc4nnnn42)c2ccccc2OC3)cc1 (stereo not given),-8.8,0.1,-21.5,0.4,-0.6,-14.1,·,3.4,1.6,-16.6,1.0
C/C(N)=C(/C#N)C(=O)COC(=O)CNS(=O)(=O)c1ccc(F)c(F)c1F,-2.2,2.0,3.2,-4.2,-3.3,-6.0,·,16.1,0.5,2.2,1.9
O=C(CSc1nnc2ccccn12)NCCc1ccc(Cl)cc1,-14.0,1.0,4.2,-2.1,-2.1,-7.0,-5.2,10.0,1.8,-4.1,-0.8
Cc1ccc(C(=O)Nc2c(-c3cccs3)c(=O)c3ccccc3n2C)cc1,-12.1,-0.1,2.3,-22.1,-1.3,4.9,-5.3,6.7,1.9,-4.4,-1.6
COc1ccccc1N1CCN(C(=O)c2cc3cc(F)ccc3[nH]2)CC1,-0.3,1.9,7.9,6.7,2.8,3.6,-6.3,-12.4,2.4,-4.7,2.2
CC1(C)OC(C)(C)/C(=C/Nc2ccc(O)cc2)C1=O,-4.4,1.0,1.4,-3.7,3.5,-8.9,20.4,-18.5,0.7,-1.1,0.4
CCCn1c(SCC(=O)NC2CCCCC2)nnc1-c1ccncc1,-2.9,0.3,-11.3,-13.2,-1.4,-2.6,13.7,7.9,1.6,-3.9,-2.2
N=c1c(C(=O)NCCc2ccccc2)cc2c(=O)n3ccccc3nc2n1CCCN1CCOCC1,0.0,0.0,15.0,-6.0,0.3,-0.8,19.6,-1.5,3.0,2.3,-1.8
CC1CCN(C(=O)CN2C(=O)NC3(CCCCCC3)C2=O)CC1,27.1,1.5,-5.0,-4.9,-2.1,-2.2,-7.6,8.9,1.1,-5.2,-1.6
CC(C)(C)c1ccc(OCC(=O)N/N=C/c2cc(Br)ccc2OC(=O)c2ccco2)cc1,-7.3,1.7,-6.3,6.5,-1.4,-0.5,0.1,6.6,1.2,-7.5,-1.2
CCOC(=O)Cc1ncccc1C(=O)Nc1ccc(Oc2ccccc2)cc1,9.3,2.5,15.3,7.7,-4.5,-3.2,-15.2,22.5,3.4,10.2,0.2
OCC[C@@H]1C[C@@H](O)[C@H](O)[C@@]2(Cc3ccccc3CCO2)O1,-11.1,4.1,15.4,1.8,-2.8,-10.7,6.0,15.1,4.6,21.3*,0.2
Cc1oc(-c2ccc(Cl)cc2)nc1CS(=O)CC(=O)NC1CCCCC1 (stereo not given),10.0,0.5,-1.1,-10.7,-0.6,2.8,7.4,3.2,3.7,-7.9,-1.4
CSc1ncccc1C(=O)N1CCN(S(=O)(=O)c2ccc3c(c2)OCCO3)CC1,-5.1,0.3,11.8,-8.3,-1.6,-3.7,·,6.8,1.1,-3.1,0.0
COc1ccc(NC(=O)c2sc3nc(N4CCOCC4)c4c(c3c2N)CC(C)(C)OC4)c(OC)c1,8.6,-1.8,-9.0,1.0,-2.9,-8.3,-15.6,14.5,-0.2,0.1,-2.3
Cc1nn(C)c(Oc2ccc(Cl)cc2)c1C(=O)O,-4.3,-1.6,-13.7,-13.6,-0.9,6.5,·,5.0,0.1,13.8,0.5
COc1ccc(NC(=O)CSc2ccc(F)cc2)cc1S(=O)(=O)N1CCCCC1,-15.6,3.6,3.6,-5.0,2.4,-3.3,35.2,-16.2,3.0,6.4,-0.4
O=C(CSc1nnnn1Cc1ccccc1)c1ccccc1,-21.0,1.2,-3.7,-0.1,-2.4,-2.8,6.0,13.7,-1.3,-11.9,0.2
N#CCC(=O)Nc1ccc(C(=O)NNC(=O)c2ccccc2-n2cccc2)cc1,8.1,1.1,-16.5,2.9,-0.3,-0.1,·,1.2,-0.8,-8.5,1.1
COc1cc(CC(=O)NCc2cccs2)cc(OC)c1OC,-14.4,3.9,9.2,-1.3,-2.3,4.9,28.3,9.4,0.2,-11.1,-3.7
CNC(=S)Nc1cc(Cl)ccc1Oc1ccccc1,-2.5,3.4,-9.0,4.1,-1.2,-9.2,-2.0,6.1,1.9,0.6,0.7
Cc1nc(Cl)c(C(=O)Nc2cccc(F)c2)c(C)c1Cl,8.0,2.4,2.7,-0.4,0.9,-5.0,·,-4.5,1.4,-2.2,0.9
COc1ccc2ccccc2c1C1CC(=O)N2CN(C3CCCCC3)CSC2=C1C#N (stereo not given),0.4,-2.8,-8.3,1.6,-1.5,-4.3,2.8,8.4,3.0,-15.1,-0.9
COc1ccc(C2=NN(C(=O)CCC(=O)O)C(c3cccs3)C2)cc1 (stereo not given),18.3,2.3,-10.2,-5.6,-2.9,2.5,·,14.0,1.7,1.5,1.6
O=C(CCc1ccccc1)Nc1cc(S(=O)(=O)N2CCOCC2)ccc1N1CCCC1,·,·,-17.2,2.3,-1.6,-8.8,5.3,7.6,3.4,0.6,·
C[C@]12C(=O)N(c3ccc(F)cc3)C(=O)N1[C@@H]1c3ccccc3OC[C@@H]1[C@H]2c1ccccc1,-6.1,3.2,-7.5,-10.4,-0.2,-8.3,-9.1,1.0,1.1,-0.7,2.1
O=C(NCC1CCCCC1)c1cc(Br)ccc1Cl,1.0,-0.6,-29.9,-3.8,0.2,3.9,-13.8,-1.3,3.1,14.0,-1.4
O=C(NC(=S)Nc1ccc(N2CCOCC2)c(Cl)c1)c1sc2ccccc2c1Cl,-5.9,0.2,-17.1,4.7,0.6,1.1,-4.3,-3.5,2.5,-8.5,-0.2
CC(C)c1onc(C(=O)N2CCN(C(c3ccccc3)c3ccccc3)CC2)c1[N+](=O)[O-],55.4,1.9,0.1,1.8,0.9,11.7,10.8,-4.5,3.5,-3.6,0.0
CC1=NC(=O)C(N=Nc2ccccc2)N1c1ccccc1 (stereo not given),·,0.6,-7.5,-6.1,-2.1,-8.2,-34.6,12.5,0.4,-6.8,-1.8
Cc1cc(N2C(=O)C(O)=C(C(=O)c3ccc(C)o3)C2c2ccc([N+](=O)[O-])cc2)no1 (stereo not given),0.9,2.0,9.7,-15.3,-4.5,0.8,-8.8,23.0,-2.1,8.2,0.4
Cc1ccc(C(C(=O)NC2CCCC2)N(Cc2ccco2)C(=O)CCC(=O)Nc2ccccn2)cc1 (stereo not given),8.7,4.0,15.5,-2.7,-1.9,-6.9,·,8.6,1.1,-6.8,-1.1
CC(NS(=O)(=O)c1ccccc1)C1COc2ccccc2O1 (stereo not given),8.2,1.0,-6.8,-2.8,-0.6,-4.7,8.3,2.7,2.4,-13.5,-1.2
O=C(CN1CCCC1)Nc1nc(-c2ccc3c(c2)CCN3C(=O)c2ccccc2F)cs1,-4.1,-1.0,11.3,4.8,0.5,-4.0,2.7,-4.3,·,-4.2,-2.2

3 of the compounds above, as labelled records.
N#CCC(=O)Nc1ccc(C(=O)NNC(=O)c2ccccc2-n2cccc2)cc1
  Mot1-301 SUMO: 8.1
  AddAB inh: 1.1
  HTR5A inv ag: -16.5
  Tat transport: 2.9
  MOR-DOR ag: -0.3
  PKA-R1A activ: -0.1
  PfHsp90 set2: ·
  OPRM1-OPRD1 inv: 1.2
  phage Ecoli inh: -0.8
  PKA-R2B act: -8.5
  Ecoli viability: 1.1

Cc1nc(Cl)c(C(=O)Nc2cccc(F)c2)c(C)c1Cl
  Mot1-301 SUMO: 8.0
  AddAB inh: 2.4
  HTR5A inv ag: 2.7
  Tat transport: -0.4
  MOR-DOR ag: 0.9
  PKA-R1A activ: -5.0
  PfHsp90 set2: ·
  OPRM1-OPRD1 inv: -4.5
  phage Ecoli inh: 1.4
  PKA-R2B act: -2.2
  Ecoli viability: 0.9

COc1ccc(-c2cc3c(=O)n(CC(=O)N4CCN(C)CC4)ncn3n2)cc1
  Mot1-301 SUMO: -4.8
  AddAB inh: 3.5
  HTR5A inv ag: -23.2
  Tat transport: -5.8
  MOR-DOR ag: 0.0
  PKA-R1A activ: -16.7
  PfHsp90 set2: 10.8
  OPRM1-OPRD1 inv: 0.1
  phage Ecoli inh: 2.7
  PKA-R2B act: -14.5
  Ecoli viability: 0.4

More records.
molecule,Mot1-301 SUMO,AddAB inh,HTR5A inv ag,Tat transport,MOR-DOR ag,PKA-R1A activ,PfHsp90 set2,OPRM1-OPRD1 inv,phage Ecoli inh,PKA-R2B act,Ecoli viability
O=C(NOC(=O)c1ccccc1)c1ccccc1,-1.6,2.1,-0.8,-23.0,0.4,-10.1,-67.8,-2.1,-0.1,12.8,3.7
CCOc1ccccc1NC(=O)COC(=O)Cc1ccc(-c2ccccc2)cc1,-4.6,3.1,-17.1,-4.9,2.5,1.5,-6.0,-16.0,2.3,13.3,-2.7
Cc1c(NS(=O)(=O)c2ccc([N+](=O)[O-])cc2)c(=O)n(-c2ccccc2)n1C,-0.1,5.8,-15.0,-3.8,0.6,9.1,19.2,-3.1,-2.6,-8.6,0.0
CC(C)(C)c1ccccc1NC(=O)CN1C(=O)NC2(CCCCCC2)C1=O,-3.9,0.6,-10.7,5.9,-1.9,6.1,6.4,7.2,2.0,-4.0,0.2
COc1cc2c(cc1OC)CN(C(=O)c1ccc(Cl)c(S(=O)(=O)N3CCCC3)c1)CC2,28.5,-0.3,-4.3,-5.5,-3.6,-6.1,5.1,13.7,0.9,-3.8,3.1
O=C1CC(N2CCN(Cc3ccccc3)CC2)C(=O)N1c1ccc2c(c1)OCCO2 (stereo not given),239.4,3.4,2.8,-10.2,2.1,8.5,6.8,-12.4,2.2,-5.4,-1.1
COc1ccccc1-n1c(-c2ccc(NS(C)(=O)=O)cc2)n[nH]c1=S,-2.8,-2.3,5.2,0.3,-1.8,3.8,17.8,10.5,1.1,-2.7,-0.1
CCOC(OCC)c1cc2ccccc2cn1,49.5,2.4,8.8,3.3,0.3,10.8,-4.3,-1.7,2.0,-1.8,1.5
CC1Cc2ccccc2N1S(=O)(=O)c1cccc(C(=O)NCCCO)c1 (stereo not given),7.1,3.3,-17.6,9.6,-0.1,-11.9,10.7,0.3,4.8,3.5,-0.1
Nc1cc(N2CCCCC2)c([N+](=O)[O-])cc1Cl,·,1.9,17.2,6.2,1.7,1.1,11.9,-9.3,2.9,5.1,2.6
O=C(OCC(=O)N1CCCc2ccccc21)c1cc(Cl)ccc1O,-10.9,-0.2,20.6,2.0,8.1,4.0,12.8,-43.6,1.0,1.9,2.4
Cc1ccc(-c2nc(N3CCOCC3)sc2C(=O)N2CCCCC2)cc1,125.5,3.3,-8.0,-3.6,-1.3,-9.8,-6.8,6.8,3.6,-1.7,0.3
Cc1ccc(S(=O)(=O)N2CCN(C(=O)COc3ccc(Br)cc3)CC2)cc1,1.1,1.5,-15.7,7.1,1.4,-3.4,-8.0,-5.5,2.2,5.2,4.4
